Bioassay records: PubChem, several laboratories
GPR7 antag: blocks human GPR7 receptor signaling; GPR7-expressing cells, fluorescence antagonist assay; inhibition, % at 4.4 µM; hit rate 1.1% among 290,000; in the data active means inhibition above about 16%, passing the limit was not always enough;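 further: cells stimulated with the agonist NPW; 0% = agonist with vehicle and 100% = vehicle without agonist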
GalR3 antag: antagonists of human GalR3; hit rate 0.44% among 360,000; inhibition, % at 3 µM; AID 651719; O60755; HEK293 GalR3-CNG cAMP membrane potential fluorescence; galR3 body fused to GalR1 C-terminus;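 active means inhibition above the screen-wide average plus 3 SD, cut at about 13% in these data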;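 further: forskolin and galanin both at EC90 stimulate the cells; cAMP rise reported by CNG channel membrane potential dye signal; 0% = forskolin plus galanin with DMSO and 100% = forskolin alone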
V1R ag counter: counter-screen for oxytocin receptor agonists: human V1a receptor agonists | hit rate 0.25% among 320,000 | P37288 | activation, % at 3 µM | CHO-V1R cells, Fluo-8 calcium fluorescence, agonist mode; 0% DMSO, 100% 3 nM vasopressin | AID 2797;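 active means activation above the mean activation of all tested compounds plus 3 SD, per screening run, cut at about 20% in these data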;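 further: signal is peak over basal fluorescence ratio across a 100 second FLIPR read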
Target sequence (P37288 whole entry, looked up): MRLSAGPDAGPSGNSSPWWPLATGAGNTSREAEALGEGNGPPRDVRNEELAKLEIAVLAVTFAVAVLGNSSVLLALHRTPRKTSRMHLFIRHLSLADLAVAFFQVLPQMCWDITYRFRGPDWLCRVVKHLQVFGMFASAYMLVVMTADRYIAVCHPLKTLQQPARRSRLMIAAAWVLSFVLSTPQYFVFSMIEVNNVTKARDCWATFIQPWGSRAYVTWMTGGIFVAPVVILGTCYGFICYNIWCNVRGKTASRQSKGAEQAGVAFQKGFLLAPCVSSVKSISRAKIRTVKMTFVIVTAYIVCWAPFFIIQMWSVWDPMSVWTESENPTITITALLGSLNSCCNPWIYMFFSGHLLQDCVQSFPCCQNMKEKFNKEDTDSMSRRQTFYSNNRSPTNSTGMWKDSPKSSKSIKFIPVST
OXTR agonist: human OXTR agonism; P30559; CHO-OTR cells, Fluo-8 calcium fluorescence; normalized: DMSO 0%, oxytocin 100%; activation, % at 3 µM; hit rate 0.32% among 320,000;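 active means activation above the mean of all tested compounds plus 3 SD, cutoff set per screening run, cut at about 20% in these data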;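 further: peak over basal fluorescence ratio from a 100 s FLIPR kinetic read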
Target sequence (P30559 whole entry, looked up): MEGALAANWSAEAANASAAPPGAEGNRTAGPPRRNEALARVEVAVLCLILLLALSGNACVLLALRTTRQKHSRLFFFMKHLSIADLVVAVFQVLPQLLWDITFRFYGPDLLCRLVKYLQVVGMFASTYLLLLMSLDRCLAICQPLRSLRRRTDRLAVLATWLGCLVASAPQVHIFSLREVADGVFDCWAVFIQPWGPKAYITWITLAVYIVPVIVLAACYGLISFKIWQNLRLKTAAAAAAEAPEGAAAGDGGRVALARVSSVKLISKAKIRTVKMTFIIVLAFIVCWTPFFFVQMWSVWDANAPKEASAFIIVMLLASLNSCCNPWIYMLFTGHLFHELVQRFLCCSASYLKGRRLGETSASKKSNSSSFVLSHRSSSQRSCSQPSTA
VIM-2 inhibitor: inhibitors of Pseudomonas aeruginosa VIM-2 metallo-beta-lactamase | purified VIM-2, nitrocefin hydrolysis, epi-absorbance fluorescence | inhibition, % at 5.6 µM | hit rate 0.89% among 290,000 | AID 1527;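 active means inhibition above the mean of all tested compounds plus 3 SD, cutoff set per screening run, cut at about 7.5% in these data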;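 further: red hydrolysis product quenches plate fluorescence so inhibitors raise well fluorescence; 0% = enzyme with DMSO and 100% = DMSO without enzyme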
DNA FID counter: counter-screen for HCV NS3 helicase inhibitors: DNA intercalator displacement | DNA fluorescent intercalator displacement, fluorescence | inhibition, % at 7.9 µM | hit rate 0.17% among 290,000 | AID 1845; in the data active means inhibition above about 37%;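 further: 0% = vehicle and 100% = reference compound; higher means more ethidium bromide displaced from hairpin DNA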
NS3 helicase inh: HCV NS3 helicase inhibition | inhibition, % at 10.9 µM | NS3 helicase DNA unwinding, Cy5 molecular beacon fluorescence | hit rate 0.56% among 290,000 | AID 1800;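 active means inhibition above the mean of all tested compounds plus 3 SD, set per campaign, cut at about 35% in these data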;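 further: 0% = DMSO wells and 100% = thioflavine S control wells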
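Compound dosing – single dose, 10.9 µM nominal final, DMSO 0.8% final · System – NS3 helicase fragment of HCV · Buffer or medium – MOPS pH 6.5, MgCl2, DTT, Tween20, BSA · Signal – Cy5 beacon fluorescence read at start and 1 h · Also added – annealed dual-labelled DNA beacon duplex, ATP-started · Schedule – 1 h at 25 °C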
PHOSPHO1 block: inhibitors of human PHOSPHO1 phosphatase; recombinant PHOSPHO1, absorbance phosphatase assay; inhibition, % at 13.3 µM; hit rate 1.1% among 290,000; in the data active means inhibition above about 60%
Target sequence (Q8TCT1 whole entry, looked up): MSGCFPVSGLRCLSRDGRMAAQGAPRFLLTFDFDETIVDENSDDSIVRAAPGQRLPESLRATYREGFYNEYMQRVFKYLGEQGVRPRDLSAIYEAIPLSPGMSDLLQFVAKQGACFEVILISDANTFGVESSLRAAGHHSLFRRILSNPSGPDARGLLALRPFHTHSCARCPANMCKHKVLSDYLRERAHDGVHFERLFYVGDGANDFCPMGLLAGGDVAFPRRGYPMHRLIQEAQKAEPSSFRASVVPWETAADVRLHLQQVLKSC
IMP-1 inhibitor: inhibitors of Pseudomonas aeruginosa IMP-1 metallo-beta-lactamase. purified IMP-1, nitrocefin hydrolysis, epi-absorbance fluorescence. hit rate 0.45% among 290,000. inhibition, % at 5.6 µM;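 active means inhibition above the mean plus 3 SD of all compounds in the same screening run, cut at about 4.5% in these data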;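 further: 0% = IMP-1 with DMSO and 100% = DMSO wells lacking enzyme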
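Assay system: purified IMP-1; Quantity: IMP-1 0.2 nM before substrate addition; Medium: HEPES buffer pH 7.1 with ZnSO4 and Brij 35; Incubation: 15 min enzyme–compound preincubation, then 25 min nitrocefin reaction, 25 °C; Signal: fluorescence quenching readout, ex 480/em 530 nm; Controls: DMSO with and without IMP-1; Repeats: singlicate testing.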
* marks the source's active call; other numbers are inactive results; · = not tested or not shown.

SMILES	GPR7 antag	GalR3 antag	V1R ag counter	OXTR agonist	VIM-2 inhibitor	DNA FID counter	NS3 helicase inh	PHOSPHO1 block	IMP-1 inhibitor
COc1cc(/C=C/C(=O)c2ccccc2O)cc(OC)c1OC	-14	-3	-0.7	-1.4	-1.1	-13	-6	-131	-1.6
COn1c(=O)c(-c2ccccc2)[n+]([O-])c2ccccc21	2	-7	0.0	-0.4	-1.4	-6	5	36	-2.6
Cn1ccnc1Sc1cc(Cl)ccc1[N+](=O)[O-]	-5	-3	0.8	-0.9	-1.7	-1	5	-98	-1.5
C=CCc1cccc2cc(C(=O)N3CCN(C(=O)OCC)CC3)c(=O)oc12	4	-5	-0.5	-0.4	-1.3	-24	13	-17	1.0
c1ccc(CNC2=NCCCC2)cc1	-6	-5	0.8	0.3	-1.6	8	6	21	-3.0
O=C(NC(=S)Nc1cccc(Cl)c1N1CCOCC1)c1cccs1	-13	-2	-0.7	-0.2	-1.2	-4	4	-45	-1.1
O=C(NCC1CCCO1)c1sc(=S)n2c1[nH]c(=O)c1ccc(C(=O)N3CCCCC3)cc12 (stereo unspecified)	-14	3	-1.2	-1.5	6.0	17	26	51	-3.1
Cc1cc(=O)oc2cc(OCc3nnc(-c4ccccc4Br)o3)ccc12	31*	0	11	6.1	2.8	-8	-4	-15	0.7
Cc1ccc2cc(CN(Cc3ccco3)C(=O)c3ccco3)c3nnnn3c2c1	6	-10	0.1	-0.8	0.6	-23	4	31	-2.7
CCn1ccnc1CN(C)C(=O)C1CCC(=O)N(CCc2cccc(F)c2)C1 (stereo unspecified)	-3	-1	-0.4	-0.3	-1.4	-7	-1	18	0.1

Two entries picked at random from the list so far, as already listed:
SMILES	GPR7 antag	GalR3 antag	V1R ag counter	OXTR agonist	VIM-2 inhibitor	DNA FID counter	NS3 helicase inh	PHOSPHO1 block	IMP-1 inhibitor
Cn1ccnc1Sc1cc(Cl)ccc1[N+](=O)[O-]	-5	-3	0.8	-0.9	-1.7	-1	5	-98	-1.5
C=CCc1cccc2cc(C(=O)N3CCN(C(=O)OCC)CC3)c(=O)oc12	4	-5	-0.5	-0.4	-1.3	-24	13	-17	1.0

The listing continues.
SMILES	GPR7 antag	GalR3 antag	V1R ag counter	OXTR agonist	VIM-2 inhibitor	DNA FID counter	NS3 helicase inh	PHOSPHO1 block	IMP-1 inhibitor
O=C(O)CC1=C(O)C(=O)N(c2ccccc2)C1c1ccc(Br)cc1 (stereo unspecified)	6	2	1.1	0.0	-2.4	-37	20	37	-2.1
CCOc1cc(NCCN2CCOCC2)c([N+](=O)[O-])cc1OCC	4	-7	-0.4	-0.4	-4.8	-8	-5	23	-5.2
O=S(=O)([N-]c1nc2ccccc2nc1-[n+]1ccc(CCCc2ccccc2)cc1)c1cccs1	-19	1	1.0	3.9	-3.2	-8	2	24	-2.8
O=C1CN(C(=O)COC(=O)/C=C/c2ccc(S(=O)(=O)N3CCOCC3)cc2)c2ccccc2N1	14	0	-0.2	0.7	0.6	-28	-3	39	-2.5
CCc1ccc(OCC(=O)NN2Cc3ccccc3C2=N)cc1	-10	-2	-0.3	0.0	-1.9	8	8	17	-1.5
O=C(CSc1n[nH]c(-c2ccccc2)n1)Nc1ncc(Br)cc1Br	-18	-4	0.9	-1.6	-0.4	-14	3	50	-2.1
CC(C)OC(=O)NCCOC(=O)Nc1cccc(Cl)c1	-5	-3	13	17	-3.3	-6	-2	-3	-1.9
O=C(NC1=NCCS1)[C@H](Cc1ccccc1)N1C(=O)c2ccccc2C1=O	-7	-2	1.4	5.6	-1.9	-11	10	7	-1.3
COc1ccccc1Nc1nc2nonc2nc1N1CCCCC1C (stereo unspecified)	-8	-2	-0.1	-2.1	-5.2	1	-6	-10	-2.5
O=C(c1cccs1)N1N=C(c2ccccc2)CC1c1ccc(O)cc1 (stereo unspecified)	-11	-3	0.7	1.1	-3.4	-9	0	-14	-3.1
Clc1ccc(COc2ccccc2-c2ccnc3ncnn23)cc1	18	-4	-0.8	-2.4	1.4	-9	-2	24	0.3
COc1ccc(C(=O)Nc2cccc3nc(C)ccc23)c(OC)c1	4	-6	0.4	-1.1	2.2	-13	-3	47	-0.3
CCS(=O)(=O)N1Cc2ccccc2CC1C(=O)Nc1ccc(F)cc1 (stereo unspecified)	2	-1	-0.3	-0.5	-2.8	-14	16	9	-3.1
O=C(CN1C(=O)CSC1=O)Nc1ccccc1N1CCOCC1	5	-1	1.3	0.9	0.5	-1	-3	-6	-0.8
COc1cc(OC)c(C2C(C#N)=C(N)Oc3cc(C)n(CCCN4CCOCC4)c(=O)c32)cc1OC (stereo unspecified)	-2	-3	1.1	1.3	-4.7	6	5	-7	-6.4
Cc1ccc(C(=O)n2c(=S)nc3ccccn32)cc1	2	·	·	·	-4.1	0	-2	20	-1.7
Cc1ccc(N=CC=C2OC(C)(C)C(C)(C)O2)cc1	-7	2	3.5	0.5	0.1	-14	2	5	-1.5
Cc1cnc(C(=O)OCC(=O)Nc2ccc(C)c(S(=O)(=O)N3CCCCCC3)c2)cn1	-10	-1	2.6	1.4	-2.0	-16	12	-24	-2.0
COc1ccc(S(=O)(=O)n2nc(OC(=O)c3ccncc3)cc2N)cc1	-19	-6	0.3	0.0	-2.4	0	-1	30	-3.0
O=C(O)c1ccccc1S(=O)CCO (stereo unspecified)	-12	-4	-0.6	0.6	-4.5	4	4	17	-3.2
Cc1cc(SCC(=O)N(C)c2c(N)n(Cc3ccccc3)c(=O)[nH]c2=O)nc2ccccc12	-13	2	-0.1	0.5	-1.9	-6	-24	-54	-2.1
COc1cccc(-n2c(CNc3ccc(F)cc3)nnc2SCC(N)=O)c1	17	-8	-0.1	0.3	-1.1	-8	-9	-7	0.0
O=C(Nc1ccc(Cl)cc1)Nc1ccc2c(c1)N1CCN=C1S2	-4	-2	6.2	5.2	-1.8	20	-22	-11	-2.2
Cc1nc2ccccc2c(=O)n1NC(=O)c1ccc(Cl)c([N+](=O)[O-])c1	6	-8	0.5	-0.5	-1.8	2	-13	28	-4.0
CCc1ccc2nc(SCC(=O)N(CC)CC)c(C#N)cc2c1	0	-2	-0.2	-2.6	-0.2	-19	1	-10	-3.3
CCC(=O)c1ccc2ncccc2c1	6	0	0.9	-0.3	-3.5	-1	-7	0	-4.0
CCc1cc2c(COC(=O)c3cccc(NS(C)(=O)=O)c3)cc(=O)oc2cc1O	-43	-5	2.8	2.1	-2.3	-25	-1	28	-3.8
Cc1ccccc1CN1CCC(CNC(=O)Nc2ccc(F)cc2F)CC1	5	-8	7.1	0.2	-2.1	7	3	24	-0.2
NC(=O)c1cc(C(=O)Cc2ccc(Cl)cc2)c[nH]1	-2	-9	3.6	1.0	-0.9	-8	5	28	-0.6
Cc1ccc(C(=O)NC2c3ccccc3-c3ccccc32)cc1	-2	-5	1.6	-1.8	0.6	-3	-1	1	-0.1
O=C(O)CC(CCc1ccccc1)OC1OC(CO)C(O)C(O)C1O (stereo unspecified)	·	-1	0.1	0.9	·	·	·	36	·
CCOC(=O)Nc1ccc(S(=O)(=O)NCc2ccccc2)cc1	-2	-4	6.2	8.2	-2.6	-10	-4	32	-2.2
CC(C)Cn1c(=O)c(C(=O)Nc2ccccc2S(N)(=O)=O)c(O)c2ccccc21	-1	-5	0.7	0.4	-2.8	-9	13	13	-4.1
Cc1ccc(NC(=O)c2ccc3nc[nH]c3c2)c(O)c1	1	-4	-0.6	0.1	0.2	-8	-9	37	0.7
OCCN1CCN(c2nnc(-c3ccccc3)c3ccccc23)CC1	-1	-11	0.6	0.1	1.2	-6	3	·	-3.9
O=C1c2ccccc2CN1CCNS(=O)(=O)c1ccc(Cl)cc1	-1	6	0.3	-0.7	-1.9	-2	-2	-30	-2.8
CCOc1ccc(N(CC(=O)Nc2ccc(CC)cc2)S(=O)(=O)c2c(C)[nH]c(=O)[nH]c2=O)cc1	0	6	0.3	0.1	-3.9	-38	4	-39	-0.4
Cc1ccc2c(c1)CCCN2C(=O)c1ccco1	-3	-4	-0.9	-1.4	0.4	-8	3	-1	-1.4
CCOc1ccc(C2C(C(=O)Nc3ccc(F)cc3)=C(C)Nc3nc(CCCO)nn32)cc1 (stereo unspecified)	9	2	0.9	0.2	-0.1	-14	-3	-13	-0.6
Cc1c(NS(=O)(=O)c2cccc3nsnc23)c(=O)n(-c2ccccc2)n1C	-10	-5	0.5	-1.5	-1.8	-2	-2	-16	-3.5
O=C(O)CSc1cc(C(=O)c2ccccc2O)cn2c(=O)c3c(-c4ccccc4)csc3nc12	-10	4	-0.6	-0.1	-1.8	9	4	-25	-1.6
CSc1ncc(Cl)c(C(=O)Nc2ccccc2[N+](=O)[O-])n1	-9	-7	-0.4	0.4	0.5	3	-9	15	-2.5
CCOC(=O)c1oc2c(c1C)/C(=N/O)CCC2	3	13*	-0.3	-1.0	-1.7	-9	5	15	-2.0
CC(C)=C1C2CCC1C(C(=O)NCCc1ccccc1)C2C(=O)O (stereo unspecified)	-10	-1	-0.7	-2.1	1.0	-18	12	-15	0.6
CC(C)c1ccc(N(CC(=O)NCCSCc2ccco2)S(C)(=O)=O)cc1	9	-6	1.7	-1.0	-0.9	-28	4	32	-4.0
COC(=O)c1ccc(OC(=O)c2cnccn2)cc1	-14	2	2.6	1.5	-2.0	8	3	22	-0.3
Cc1csc(NC(=O)CSc2nnc3c4ccccc4nc(C(C)(C)C)n23)n1	-1	-5	-1.2	-2.1	0.3	-2	-2	13	-0.4
Cc1nn(Cc2ccc(Cl)c(Cl)c2)c(C)c1NC(=O)c1cc(-c2ccco2)on1	2	-8	4.0	6.3	0.0	-42	40*	-1	-0.9
CC(C)(C)OC(=O)NC(CCNC=C1C(=O)OC(C)(C)OC1=O)C(=O)O (stereo unspecified)	-3	-7	0.0	-0.1	-2.8	-1	4	10	-3.1
CCc1nc(N[C@@H](CC(C)C)C(=O)O)c2oc3ccccc3c2n1	4	-1	-1.3	-0.8	-0.7	-28	1	-36	0.7

Later entries.
SMILES	GPR7 antag	GalR3 antag	V1R ag counter	OXTR agonist	VIM-2 inhibitor	DNA FID counter	NS3 helicase inh	PHOSPHO1 block	IMP-1 inhibitor
CCOC(=O)/C(N=Nc1sc(C(=O)OCC)c(C)c1C(=O)OCC)=C(\C)O	-7	·	0.6	-0.9	0.7	-1	3	-21	-1.7
CCOC(=O)c1c(C=O)c(C)n(Cc2ccccc2Cl)c1C	-6	-6	-1.6	-2.1	-1.5	-16	3	11	-3.9
O=C(COc1ccc(Br)cc1)NCc1ccccn1	-6	0	0.7	0.9	-1.9	-1	0	-4	-4.1
Cc1nn(Cc2ccccc2)c(Cl)c1C(=O)NCc1ccco1	-8	-4	-0.5	-0.5	-3.8	-8	9	7	-2.7
CCCC(=O)n1nc(NCc2ccc(OC)cc2)nc1NCc1ccc(OC)cc1	-17	2	0.0	0.4	0.9	-24	-23	23	0.1
O=C1c2cccc3c(O)ccc(c23)C(=O)N1c1ccc(Cl)cc1	27	-10	184*	186*	30*	-10	35	27	22*
